FBA Mtb inh: inhibits M. tuberculosis FBA enzyme. P9WQA3. purified M. tuberculosis FBA, fluorescence read-out. inhibition, % at 1 µM. 360,000 compounds, 2.3% hits. AID 588726; in the data active = inhibition above about 27%;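 also: 0% = vehicle and 100% = reference inhibitor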
Target sequence (P9WQA3 whole entry, looked up): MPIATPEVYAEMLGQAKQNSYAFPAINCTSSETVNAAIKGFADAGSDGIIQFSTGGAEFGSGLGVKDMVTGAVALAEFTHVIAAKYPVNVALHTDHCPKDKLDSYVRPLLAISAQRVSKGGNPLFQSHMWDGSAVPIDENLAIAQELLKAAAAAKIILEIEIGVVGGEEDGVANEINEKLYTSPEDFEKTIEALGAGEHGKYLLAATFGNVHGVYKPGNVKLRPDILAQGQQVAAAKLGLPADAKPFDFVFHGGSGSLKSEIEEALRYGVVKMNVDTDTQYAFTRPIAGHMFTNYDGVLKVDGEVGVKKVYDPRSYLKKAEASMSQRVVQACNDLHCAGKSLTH
Rv3671c inh: inhibitors of M. tuberculosis serine protease Rv3671c; P9WHR9; inhibition, % at 5.96 µM; 320,000 compounds, 0.048% hits; in the data active = inhibition above about 38%;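 also: extracellular domain of Rv3671c used as enzyme; 0% = enzyme with DMSO and 100% = no enzyme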
Mtb UGM inh: inhibitors of M. tuberculosis UDP-galactopyranose mutase. P9WIQ1. AID 504406. 320,000 compounds, 0.06% hits. inhibition, % at 10 µM. purified UGM, fluorescence polarization probe displacement; in the data active = inhibition above about 10%, passing the limit was not always enough; inconclusive = no clear call, values can overlap the other calls
Target sequence (P9WIQ1 whole entry, looked up): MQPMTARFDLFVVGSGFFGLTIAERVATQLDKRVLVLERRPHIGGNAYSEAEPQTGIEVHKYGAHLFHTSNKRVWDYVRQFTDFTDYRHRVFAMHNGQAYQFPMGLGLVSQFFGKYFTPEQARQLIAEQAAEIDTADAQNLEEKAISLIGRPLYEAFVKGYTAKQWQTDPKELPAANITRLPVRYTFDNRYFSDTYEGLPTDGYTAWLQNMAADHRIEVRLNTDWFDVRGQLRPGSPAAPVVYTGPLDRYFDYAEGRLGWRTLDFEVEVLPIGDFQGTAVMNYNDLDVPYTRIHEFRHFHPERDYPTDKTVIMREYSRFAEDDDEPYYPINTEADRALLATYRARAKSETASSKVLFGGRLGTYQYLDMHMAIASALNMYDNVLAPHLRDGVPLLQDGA
CCHF vOTU inh: CCHFV vOTU protease inhibition; inhibition, % at 11.5 µM; 370,000 compounds, 0.55% hits; Pep-AMC fluorescence; AID 651958; also: 0% = vehicle wells with enzyme and 100% = no enzyme wells
FadD28 binding: inhibitors of Mycobacterium tuberculosis FadD28 bisubstrate binding; FadD28 bisubstrate probe binding, fluorescence polarization; inhibition, % at 12.5 µM; 360,000 compounds, 0.22% hits; in the data active = inhibition above about 8.5%, passing the limit was not always enough; inconclusive = no clear call, values can overlap the other calls
GDH-TPI inh: GDH-TPI coupled enzyme inhibition counter-screen; GDH-TPI coupled enzyme counterscreen, NADH absorbance; inhibition, % at 4.8 µM; 360,000 compounds, 1.2% hits;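 also: 0% = DMSO wells and 100% = wells lacking the enzyme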
MazEF act: activators of E. coli MazEF toxin-antitoxin RNase; P0AE70; FAM/BHQ RNA-DNA oligo cleavage fluorescence, 5 h; activation, % at 20 µM; 350,000 compounds, 0.32% hits; in the data active = activation above about 50%
Target sequence (P0AE70 whole entry, looked up): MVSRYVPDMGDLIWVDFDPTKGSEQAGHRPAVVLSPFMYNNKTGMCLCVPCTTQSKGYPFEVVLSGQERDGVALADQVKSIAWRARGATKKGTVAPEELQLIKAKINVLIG
DUSP3 inh: blocks human VHR1 dual specificity phosphatase. P51452. recombinant VHR phosphatase, pNPP absorbance. inhibition, % at 13.3 µM. 290,000 compounds, 0.52% hits; in the data active = inhibition above about 50%; also: some compounds called inactive have numbers as strong as hits
Target sequence (P51452 whole entry, looked up): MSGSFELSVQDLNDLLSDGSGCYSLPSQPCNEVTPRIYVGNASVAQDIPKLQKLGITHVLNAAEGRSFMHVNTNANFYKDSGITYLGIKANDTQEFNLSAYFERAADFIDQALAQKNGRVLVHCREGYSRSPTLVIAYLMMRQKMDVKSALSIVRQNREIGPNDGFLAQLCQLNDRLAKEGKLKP
BoNT-F LC inh: inhibitors of Botulinum neurotoxin F light chain protease; 360,000 compounds, 0.22% hits; Multiplex microsphere protease cleavage assay, flow cytometry; inhibition, % at 10 µM; AID 588497; in the data active = inhibition above about 35%, passing the limit was not always enough; inconclusive = no clear call, values can overlap the other calls; also: plate controls were buffer without enzyme for full effect and enzyme alone for no effect
Mtb BioA inh: blocks M. tuberculosis BioA enzyme activity. purified M. tuberculosis BioA enzyme, plate reader. inhibition, % at 9.99 µM. 360,000 compounds, 0.096% hits. AID 602481; in the data active = inhibition above about 40%; inconclusive = no clear call, values can overlap the other calls
Numbers without * were called inactive; u = inconclusive; x = no result given. Rule as the data show it, unless noted: active = inhibition above about 30%; inactive = the rest.

Sample of the layout (2 entries):
Values run as follows: FBA Mtb inh	Rv3671c inh	Mtb UGM inh	CCHF vOTU inh	FadD28 binding	GDH-TPI inh	MazEF act	DUSP3 inh	BoNT-F LC inh	Mtb BioA inh
Cc1c(C(=O)N2CCN(c3ncccn3)CC2)sc2nc3n(c(=O)c12)CCCC3
→ 3	6	-0.3	-4	-3.0	-12	5	0	-1	0.4
O=C(NCCCN1CCOCC1)C(=O)NCC1OCCN1S(=O)(=O)c1ccc(F)cc1 (stereo not drawn)
→ -2	-12	0.2	-3	-5.1	3	2	48	-8	-0.3

Main list (from the top)
Values run as follows: FBA Mtb inh	Rv3671c inh	Mtb UGM inh	CCHF vOTU inh	FadD28 binding	GDH-TPI inh	MazEF act	DUSP3 inh	BoNT-F LC inh	Mtb BioA inh
Cc1c(C(=O)N2CCN(c3ncccn3)CC2)sc2nc3n(c(=O)c12)CCCC3
→ 3	6	-0.3	-4	-3.0	-12	5	0	-1	0.4
O=C(NCCCN1CCOCC1)C(=O)NCC1OCCN1S(=O)(=O)c1ccc(F)cc1 (stereo not drawn)
→ -2	-12	0.2	-3	-5.1	3	2	48	-8	-0.3
Cc1c(C)n(C)c2ccc(C(=O)NCCCN3CCN(c4ccccc4F)CC3)cc12
→ 1	-4	-3.3	10	0.1	1	-3	11	-6	-0.8
COc1ccc(NC(=O)CCSc2cc(C)c3ccccc3n2)cc1
→ 2	-18	2.2	1	0.7	16	-2	24	-2	-2.8
COc1ccc(C)cc1S(=O)(=O)N1CCCC(C(=O)NCC2CCCO2)C1 (stereo not drawn)
→ 1	0	1.4	1	2.4	8	0	4	-6	-0.5
CC(C)OC(=O)C1CC(C)(O)C(=O)C(C(=O)OC(C)C)C1c1ccc([N+](=O)[O-])cc1 (stereo not drawn)
→ -7	-7	1.2	-4	-4.8	1	-5	-31	4	x
Cc1nc(S/C(=C/c2ccc(-c3ccc(C(=O)O)cc3)o2)C(=O)O)n[nH]1
→ -19	34	0.2	19	u	28	-22	-7	-8	-0.4
Fc1ccc(C2N3CCCN23)cc1 (stereo not drawn)
→ 1	3	0.7	-11	-3.1	0	-12	-16	u	-1.8
COC(=O)CCSCC(=O)Nc1ccc(S(=O)(=O)N2CCOCC2)cc1OC
→ 4	-3	5.6	-10	-1.4	9	1	13	-2	-3.1
Cc1cc(Cl)ccc1OCCCC(=O)N1CCN(C)CC1
→ -2	-4	0.7	-3	-1.1	-8	5	36	0	1.3
CCCCN1C(=O)C(CC(=O)NCCc2ccccn2)CC(C(=O)N2CCOCC2)=C1C (stereo not drawn)
→ -1	x	x	3	-1.5	10	5	x	-3	x
Cc1ccc(C)c(NS(=O)(=O)c2cc(C(=O)Nc3cccc(N(C)S(C)(=O)=O)c3)ccc2C)c1
→ 0	-71	-0.6	4	-3.3	-5	-2	-7	-11	0.2
CC(C)COC(=O)N1C[C@H](O)C[C@H]1C(=O)Nc1ccc(Cl)cc1
→ 1	3	2.7	-3	x	5	6	20	u	-1.7
O=C(C1=C(O)/C(=C/c2ccc(O)cc2)CCC1)C(F)(F)F
→ -11	-1	1.6	15	-4.8	17	-11	18	1	1.5
CC(C)N(CC#CCC1(O)c2ccccc2-c2ccccc21)C(C)C
→ 1	-1	0.7	-7	2.0	2	-10	10	37*	x
CCOC(=O)c1c(NC(=O)COC(=O)CCCOc2ccc(OC)cc2)sc(C(=O)N(C)C)c1C
→ 1	x	x	15	-2.0	1	-18	x	u	0.8
C[n+]1ccccc1N1CCN(c2ccccc2Cl)CC1
→ 2	6	-3.4	-11	1.7	8	4	-4	-2	x
COc1cc2c(cc1NC(=S)NC(=O)c1c(OC)cccc1OC)oc1ccccc12
→ 0	-35	1.3	-10	-5.9	11	-5	19	-3	x
O=C(NNC(=O)c1sccc1-n1cccc1)c1ccc(F)cc1
→ -2	-5	-0.6	-5	-3.3	-3	-3	6	-2	-4.3
C[N+](C)(C)CCN(Cc1ccc(Cl)cc1)c1ccccn1
→ 6	2	0.9	-14	1.1	16	3	41	-8	4.3
C/C(=N\Nc1ccc(Cl)c(C(=O)O)c1)c1cccc2ccccc12
→ -1	1	3.8	8	-0.5	16	-4	-8	-12	1.0
CS(=O)(=O)N1N=C(c2ccco2)CC1c1ccc(Cl)cc1Cl (stereo not drawn)
→ -3	9	-1.9	-5	-5.4	-12	8	13	4	x
Cc1ccc(CNC(=O)C(=O)NCC(c2ccco2)N2CCOCC2)cc1 (stereo not drawn)
→ 4	-3	-1.6	-8	-1.2	7	0	25	4	x
CC(=O)c1ccc(NC(=O)CNCc2cccs2)cc1
→ 0	-2	0.8	13	-0.8	-10	4	38	-8	11
Clc1cc2cccnc2c2ncccc12
→ -1	0	-0.4	2	x	3	-16	x	2	-0.2
CN(C)S(=O)(=O)n1cc(/C=C(\NC(=O)c2ccccc2)C(=O)N2CCOCC2)c2ccccc21
→ 0	5	-0.7	-5	-1.0	18	7	-31	1	4.9
CCOc1ccc(N2C(=O)CC(Sc3ccccc3C(=O)O)C2=O)c([N+](=O)[O-])c1 (stereo not drawn)
→ -2	6	0.9	5	-0.3	14	7	12	-4	x
COc1ccc(C(=O)/C=C(\N)C(F)(F)F)c(O)c1
→ 2	1	3.5	4	-0.3	14	0	-1	-3	-1.6
Nc1ccn(C2OC(COC(=O)C34CC5CC(CC(C5)C3)C4)C(O)C2O)c(=O)n1 (stereo not drawn)
→ 3	x	x	10	0.5	3	10	x	-17	x
O=C(Nc1ccc(F)cc1F)c1cccnc1Oc1cccc(C(F)(F)F)c1
→ -2	4	-1.0	-5	-1.8	7	9	8	-6	1.2
O=C(O)CCCNC(=O)/C(=C\c1ccc(Cl)cc1)NC(=O)c1ccc(Br)cc1
→ 3	3	-1.0	8	0.0	6	4	-10	3	x
Cc1ccc(C(=O)CCC(=O)OCC(=O)N(CC(C)C)c2c(N)n(Cc3ccccc3)c(=O)[nH]c2=O)cc1
→ 1	7	-4.0	0	-2.6	6	1	x	5	-0.8
C#CCOCCOCCOCCNc1nc(N2CCN(C(=O)CCCCCCCCCCNC(=O)[C@@H](CCC(=O)O)n3cc(CCCCCN)nn3)CC2)nc(N2CCN(C(=O)CCCCCCCCCCNC(=O)[C@H](CO)n3cc(CCCSC)nn3)CC2)n1
→ 3	-15	-0.8	x	-3.6	11	2	x	-5	-0.2
CCC(=O)n1nc(-c2ccccc2)nc1N
→ 0	-4	-1.6	-7	0.9	-1	3	11	-17	-1.4
c1ccc(Nc2nc(N3CCCC3)nc(N3CCCC3)n2)cc1
→ 2	0	1.6	10	-3.6	6	-3	32	-1	-3.6
O=C(Cc1ccccc1)N1CCN(CCCc2ccccc2)CC1
→ 0	x	4.5	1	-1.5	2	-8	0	u	6.0
CC1CCN(C(=O)COC(=O)COc2ccccc2C#N)CC1
→ 1	-4	2.9	18	0.3	4	5	x	-2	-2.4
CCCCC/C(=N\NC(=O)CCC(=O)NCc1ccccc1)c1ccccc1
→ 4	10	-2.4	-12	0.8	8	-2	9	-6	x
Cc1ccc(N2CC(C(=O)Nc3ccc4c(c3)OCCO4)CC2=O)cc1 (stereo not drawn)
→ 3	1	2.5	13	0.1	-2	-2	3	-3	0.7
COc1ccc(CCNc2oc(COc3ccc(Br)cc3)nc2C#N)cc1OC
→ 2	2	-0.9	6	-0.3	-1	6	17	-10	2.4
Cc1nc2c(C(=O)N3CCOCC3)cnn2c(C)c1Cc1cccc(Cl)c1
→ x	-7	2.1	-19	x	x	x	18	x	x
COC1=CC(=Cc2c(N)n3nc(CC(=O)N4CCOCC4)sc3nc2=O)C=C(OC)C1=O
→ -5	-6	-38	12	-0.1	18	-744	0	3	-8.9
COc1ccc(CC(=O)N2CC3(C)CC2CC(C)(C)C3)cc1OC (stereo not drawn)
→ 1	1	3.3	8	-1.2	4	5	10	-7	-0.1
O=C(NC1CCCCC1)C(c1ccncc1)N(Cc1ccc(F)cc1)C(=O)c1ccccn1 (stereo not drawn)
→ 3	6	0.2	-9	-2.1	-4	-1	47	u	0.4
O=C(O)CCN1C(=O)c2ccc(Oc3ccc4c(c3)C(=O)N(CCC(=O)O)C4=O)cc2C1=O
→ -3	-3	-1.6	21	-2.5	-6	2	13	0	-2.5
CCN1C(=O)/C(=C\c2ccc(F)cc2)N=C1SCC(=O)NCc1ccco1
→ 1	-9	-1.5	6	-2.1	28	4	8	-9	0.4
CCCn1c(=O)c(C(=O)Nc2ccccc2C(=O)OC)c(O)c2ccccc21
→ 0	-6	-0.9	-11	-0.7	5	-2	4	-3	-2.3
Cc1cccc(NC(=O)COc2ccccc2C)n1
→ 3	-4	1.5	2	-0.2	-5	4	-16	-10	-1.0
CC(=O)Nc1nccc(-c2cc(-c3ccccc3)no2)n1
→ x	4	5.4	x	x	x	1	-3	x	x
Cc1c(C(=O)NCc2ccc(Cl)c(Cl)c2)sc(=O)n1Cc1ccc(C(=O)N(C)C)cc1
→ 1	x	x	4	-7.6	-6	x	x	-2	18
COc1cccc(NC(=O)C2CCCN2S(=O)(=O)c2ccc3c(c2)C(C)(C)C(=O)N3C)c1 (stereo not drawn)
→ -1	-4	-0.5	-3	-4.3	-1	4	10	-7	-0.1
Cc1cc(C)c(C#N)c(SCC(=O)Nc2nnc(-c3ccccc3)s2)n1
→ 5	-6	-0.3	6	-1.9	3	-1	16	3	-0.2
O=C(Nc1cccc(Cl)c1)c1cnc[nH]1
→ 1	4	0.1	-9	x	10	-15	21	4	-1.6
C=CCc1cc(Cl)ccc1OCCNCCOC
→ 4	4	0.7	-21	-3.7	5	1	-13	2	x
O=C(c1cnccn1)N(Cc1ccco1)C1(C(=O)NC2CCCC2)CCCCC1
→ -7	-2	-1.1	6	-3.3	-3	2	-7	6	17
O=C(C1CCC(=O)N1Cc1ccccc1Cl)N1CCN(c2ccc(F)cc2)CC1 (stereo not drawn)
→ 1	4	1.8	3	-4.0	0	1	13	-2	1.5
COc1ccc2ccccc2c1/C=N\NC(=O)c1ccc(C)s1
→ 0	x	-1.6	-6	-2.7	14	-8	-12	5	-0.3
CCCCn1c(N)c(N(CCOC)C(=O)CSCc2ccccc2C)c(=O)[nH]c1=O
→ -1	-3	x	4	-3.1	-2	-3	x	3	-0.2
O=C(COc1cccc(F)c1)Nc1nc(-c2ccccn2)cs1
→ -3	x	x	11	-2.5	0	9	x	-16	-0.7
O=C(COC(=O)CSc1ccc(F)cc1)NC1CC1
→ 0	x	x	7	-0.2	-6	3	x	0	-2.9

The list goes on.
Values run as follows: FBA Mtb inh	Rv3671c inh	Mtb UGM inh	CCHF vOTU inh	FadD28 binding	GDH-TPI inh	MazEF act	DUSP3 inh	BoNT-F LC inh	Mtb BioA inh
c1ccc(CN(Cc2cccs2)C(c2cccs2)c2nnnn2C2CCCC2)cc1 (stereo not drawn)
→ -1	-13	-0.7	13	-0.5	4	-3	-6	-8	0.3
Nc1nonc1OCCCCOc1nonc1N
→ -2	0	x	-5	-5.6	1	-14	12	-1	32
Cc1ccc(Cn2ccc(=O)c(Cc3c(Cl)cccc3Cl)c2C)cc1
→ 1	-5	-0.7	-3	-4.1	8	2	13	-3	5.7
N#Cc1ccc(S(=O)(=O)N2CCCCC2c2cc(C(=O)Nc3cccc4c3CCCC4)no2)cc1 (stereo not drawn)
→ -2	x	x	-8	-0.8	3	x	x	-5	-0.9
CN(C)S(=O)(=O)c1cccc(COC(=O)c2ccc(Cl)cc2O)c1
→ 6	1	-3.1	9	-0.9	8	2	-3	4	x
CCOC(=O)CSc1nc2sc(C)c(C)c2c(=O)n1N
→ -2	-3	1.0	-10	-1.5	15	1	-3	8	x
O=C(Nc1ccc(Cl)cc1)N1CCc2[nH]c3ccccc3c2C1
→ 0	-10	0.2	10	-3.8	6	1	20	-2	x
CCN(CC)CCN1CCN(c2cnc(C)cn2)CC1
→ 1	x	x	-13	-2.8	3	x	x	0	1.0
CC(C)(C)OC(=O)N1CC(O)CC1C(=O)OCC(=O)c1ccccc1 (stereo not drawn)
→ 1	0	1.5	7	-0.9	8	5	4	5	-0.7
COc1ccc(CCNC(=O)C(=O)NCC2OCCN2S(=O)(=O)c2cccs2)cc1OC (stereo not drawn)
→ 2	-1	-2.2	-10	-4.0	-13	3	5	-8	-1.1
COc1ccc(NS(=O)(=O)c2ccc(NC(=O)c3ccc(N(C)S(C)(=O)=O)cc3)cc2)c(OC)c1
→ 1	6	-2.2	-13	-1.4	1	-5	-11	6	-1.3

Screening results from PubChem BioAssay.

Rows are unselected; overall some 4.9% were active at least once.
